# High-throughput results as filed in PubChem.
# mIDH1 inhibitor = inhibitors of human mutant IDH1 R132H. O75874. IDH1-R132H enzyme, NADPH consumption, diaphorase/resazurin fluorescence. Potency, µM (series often up to 76.6 µM), inactives show top-dose activity change, negative = inhibition, most hits filed as inhibitors. AID 602179. 390,000 compounds, 0.093% hits; note: % is set by controls: 0 for no effect and ±100 for the full control effect; nearly all actives have a fitted effect of over 65% in size
#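 IDH1-R132H (0.5 ug/mL) preincubated 30 min with compound, then NADPH (0.016 mM) and alpha-KG (2 mM) added; 80 min at RT, pH 7.5. Remaining NADPH coupled via diaphorase/resazurin to fluorescence (540/590 nm); concentration-response curves normalized to no-enzyme control.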
# USP1 inh = USP1/UAF1 (human) deubiquitinase inhibition; 390,000 compounds, 0.23% hits; recombinant USP1/UAF1, Ub-Rhodamine cleavage fluorescence; O94782; Potency, µM (doses to about 57.1 µM), without a hit: at the top dose activity change, negative = inhibition, usual class: inhibitors; note: % is set by controls: 0 for no effect and ±100 for the full control effect; nearly all actives have a fitted effect of over 60% in size; inactives centre near -12
# Target sequence (O94782 whole entry, looked up): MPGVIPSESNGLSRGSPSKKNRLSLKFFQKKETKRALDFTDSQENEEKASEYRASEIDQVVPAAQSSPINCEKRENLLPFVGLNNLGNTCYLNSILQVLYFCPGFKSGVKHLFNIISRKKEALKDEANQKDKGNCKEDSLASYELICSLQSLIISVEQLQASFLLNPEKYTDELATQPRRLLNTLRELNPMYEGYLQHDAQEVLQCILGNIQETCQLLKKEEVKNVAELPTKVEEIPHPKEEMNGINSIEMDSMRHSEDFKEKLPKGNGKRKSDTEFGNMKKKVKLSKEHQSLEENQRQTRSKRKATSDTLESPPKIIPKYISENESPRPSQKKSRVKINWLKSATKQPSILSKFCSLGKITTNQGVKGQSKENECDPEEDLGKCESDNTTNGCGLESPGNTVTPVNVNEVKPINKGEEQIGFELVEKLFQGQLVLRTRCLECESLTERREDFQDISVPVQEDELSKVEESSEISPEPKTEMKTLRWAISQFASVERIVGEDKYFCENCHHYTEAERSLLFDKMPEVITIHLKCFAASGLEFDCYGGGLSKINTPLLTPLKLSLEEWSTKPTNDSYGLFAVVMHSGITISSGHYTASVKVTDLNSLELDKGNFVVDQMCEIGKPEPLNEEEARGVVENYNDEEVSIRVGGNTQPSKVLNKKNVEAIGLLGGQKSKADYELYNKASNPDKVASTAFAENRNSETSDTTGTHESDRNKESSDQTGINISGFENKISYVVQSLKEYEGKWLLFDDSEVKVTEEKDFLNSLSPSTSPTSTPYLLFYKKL
#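 USP1/UAF1 complex at 1 nM was preincubated with compound for 15 min at room temperature, then Ub-Rho substrate (150nM final) was added. Fluorescence (480/540 nm) was read kinetically, 6 reads every 60 seconds.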
# Vif-APOBEC3F blk = Vif-A3F binding inhibition. HeLa A3F-eYFP + Vif (tagged APOBEC3F with the HIV-1 protein that degrades it), YFP fluorescence increase. Potency, µM (series often up to 46.1 µM), inactives show at the highest dose activity, negative = active. 390,000 compounds, 0.2% hits; note: % of control where 0% means no effect; nearly all actives have a fitted effect of over 65% in size
#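 HeLa cells stably expressing Vif plus C-terminally eYFP-tagged A3F were seeded, incubated overnight at 37 deg C, dosed with compound, incubated overnight again at 37 deg C. Yellow fluorescence (Ex 488/Em 500-530) reported blocked Vif-mediated A3F-eYFP degradation.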
# RGS4 inhibitor = human RGS4 inhibition; Potency, µM (highest dose often 114 µM), without a hit: at the highest dose activity change, negative = inhibition, usual class: inhibitors; Transcreener GDP fluorescence polarization, RGS4-accelerated GTP hydrolysis; 390,000 compounds, 0.039% hits; AID 504845; note: % is set by controls: 0 for no effect and ±100 for the full control effect; nearly all actives have a fitted effect of over 75% in size; some results filed as inactive show a strong effect at the top dose
# Target sequence (P49798 whole entry, looked up): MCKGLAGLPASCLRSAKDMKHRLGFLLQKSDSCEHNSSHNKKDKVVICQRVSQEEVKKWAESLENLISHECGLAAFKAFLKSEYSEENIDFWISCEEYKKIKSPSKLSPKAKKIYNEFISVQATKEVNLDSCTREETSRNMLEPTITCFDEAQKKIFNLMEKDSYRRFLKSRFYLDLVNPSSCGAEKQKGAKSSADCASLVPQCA
#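 MLSMR compounds (23 nl, pin-transferred) preincubated 10 min at room temperature with a 500nM (2x) first reagent, then RGS4 at 900nM (2x) plus Transcreener GDP mix added; fluorescence polarization (620/688 nm) read before and after 90 min at 30 °C.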
# 12-LOX inh = ALOX12 (human) lipoxygenase inhibition. 580,000 compounds, 1.1% hits. P18054. purified 12hLO, xylenol orange hydroperoxide absorbance. Potency, µM (series often up to 108 µM), inactives show at the top dose activity change, negative = inhibition, most hits filed as inhibitors; note: % is set by controls: 0 for no effect and ±100 for the full control effect
#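 Purified human 12hLO (150 nM final) in 25 mM Hepes, 0.01% Triton X-100, pH 7.0 was preincubated 15 min at room temperature with compound. Then 40 uM arachidonic acid was added, 30 min. Hydroperoxide was read by Fe-XO absorbance ratio 573/405 nm.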
# RXFP1 agonist = activates the human relaxin receptor RXFP1 | Q9HBX9 | 370,000 compounds, 0.3% hits | HEK293T-RXFP1 cAMP TR-FRET, 30 min; response scale: percent of porcine relaxin response, buffer zero | Potency, µM (series often up to 57.5 µM), for the others: at the highest dose activation, hits mostly activators; note: % is set by controls: 0 for no effect and ±100 for the full control effect; nearly all actives have a fitted effect of over 60% in size; many of its hits are not listed in these tables
#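 Agonist response is measured as cAMP accumulation in an RXFP1-transfected HEK293T line under PDE4 inhibition. Values are scaled between buffer-only and 29 nM porcine relaxin, and EC50s come from standard Hill equation fits.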
# rTrxR1 inhibitor = rat TrxR1 inhibition; O89049; 390,000 compounds, 1% hits; recombinant rTrxR1, NADPH fluorescence consumption, selenite substrate; AID 588453; Potency, µM (titrated, usually from 114 µM), for the others: top-dose activity change, negative = inhibition, usual class: inhibitors; note: % is set by controls: 0 for no effect and ±100 for the full control effect; nearly all actives have a fitted effect of over 65% in size
#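 Rat TrxR1 (90 nM in the dispensed reagent) was pre-reduced with 400 uM NADPH for 5 min at room temperature, then incubated with compound for 15 min. After 400 uM selenite was added, NADPH fluorescence (Ex 340/Em 450 nm) was followed for 8 min.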
# TrxR1 substrate = rat thioredoxin reductase 1 substrate activity. purified TrxR1 substrate turnover, NADPH consumption readout. O89049. Potency, µM (doses to about 114 µM), for the others: at the top dose activity change, negative = substrate turnover. 390,000 compounds, 0.01% hits; note: % is set by controls: 0 for no effect and ±100 for the full control effect; nearly all actives have a fitted effect of over 50% in size
#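 Rat TrxR1, dispensed at 90 nM, was prereduced with 400 uM NADPH (final) for 5 min at ~22 deg C, then incubated with compound 15 min before 400 uM selenite. A first-read NADPH fluorescence drop versus no-compound background flagged substrates.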
# Vif-A3G inh = inhibitors of Vif-APOBEC3G interaction | 410,000 compounds, 0.076% hits | AID 602310 | HeLa A3G-eYFP + Vif (tagged APOBEC3G with the HIV-1 protein that degrades it), YFP fluorescence, overnight | Potency, µM (series often up to 46.1 µM), for the others: at the top dose activity, negative = active, actives largely listed as inhibitors;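 note: % is set by controls: 0 for no effect and ±100 for the full control effect; nearly all actives have a fitted effect of over 60% in size; hits raise eYFP signal because A3G escapes Vif-driven loss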
#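 Read-out is eYFP fluorescence (Ex 488/Em 500-530) from Vif-expressing HeLa A3G-eYFP cells; more signal means A3G escaped Vif-mediated degradation. Cells plated overnight, compound pinned in, incubated overnight at 37 deg C.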
# * = called active by the depositor; ? = inconclusive; . = no result given; & = joins results of further samples; [ ] = remark or other dose. Calls come from the whole dose curve; as a rule, active = well fitted curve in the direction sought with a large enough effect; inconclusive = small, poorly fitted or top-dose-only effect, or another doubt; inactive = no such curve, though single readings can be large; an effect the other way counts as inactive or inconclusive. Potency is the fitted concentration of half-maximal effect.
[1] CCN(CC)S(=O)(=O)c1cccc(NC(=O)CCNC(=O)c2ccc([N+](=O)[O-])cc2)c1
[2] CCCCCC(=O)NC(=S)Nc1cccc(C(C)=O)c1
[3] COc1cccc(CNC(=O)C2CCCN2S(=O)(=O)c2ccc3c(c2)C(C)(C)C(=O)N3C)c1 (stereo not given)
[4] COc1ccc(-c2csc3ncn(-c4cccc(C)c4)c(=O)c23)cc1OC
[5] CC(=O)c1cc(N2CCC(C(=O)O)CC2)ccc1[N+](=O)[O-]
[6] C[C@@H]1NC(=O)[C@H](CCC(N)=O)NC(=O)c2cc([N+](=O)[O-])cc(I)c2NCC[C@@H](C(N)=O)NC1=O
[7] O=S(=O)(Nc1ccc(N2CCOCC2)nn1)c1ccccc1
[8] CCCC(=O)NNC(=O)Nc1ccccc1
[9] COc1ccc(NC(=S)N2C3CCC2CC(NC(=O)NC24CC5CC(CC(C5)C2)C4)C3)c(OC)c1 (stereo not given)
[10] CCC(C)c1ccccc1NC(=O)CN1CCN(C/C=C/c2ccccc2)CC1 (stereo not given)
assay / entry	1	2	3	4	5	6	7	8	9	10
mIDH1 inhibitor	-9.0%	0.0%	16.3%	8.0%	-3.2%	-3.2%	-4.1%	8.2%	-5.5%	9.3%
USP1 inh	-2.8%	-18.2%	-16.9%	-18.6%	-11.2%	-12.0%	3.7%	-2.0%	-21.7%	-1.6%
Vif-APOBEC3F blk	-3.2%	?	-1.5%	-10.8%	0.7%	-6.5%	-8.5%	-3.4%	-9.9%	-1.6%
RGS4 inhibitor	12.8%	-18.5%	-12.6%	-4.2%	18.9%	-17.9%	12.6%	-24.1%	26.4%	0.4%
12-LOX inh	3.8%	?	-2.1%	0.8%	-13.2%	.	0.0%	0.2%	4.5%	-2.0%
RXFP1 agonist	-1.2%	-0.5%	-1.1%	3.5%	1.0%	0.1%	-0.3%	0.2%	1.0%	-0.4%
rTrxR1 inhibitor	3.9%	?	7.1%	8.8%	6.5%[57.1 µM]	-40.5%	12.2%	11.4%[57.1 µM]	24.5%	-33.5%[57.1 µM]
TrxR1 substrate	-1.6%	-1.7%	4.3%	1.7%	-0.3%[57.1 µM]	3.2%[57.1 µM]	4.5%	8.1%[57.1 µM]	9.1%	-9.1%[57.1 µM]
Vif-A3G inh	-0.8%	-7.8%	-0.8%	-10.4%	-5.8%	5.7%	-1.7%	0.7%	1.4%	-0.6%

# Brought forward from above: 2 compounds, followed by the next part.
[9] COc1ccc(NC(=S)N2C3CCC2CC(NC(=O)NC24CC5CC(CC(C5)C2)C4)C3)c(OC)c1 (stereo not given)
[10] CCC(C)c1ccccc1NC(=O)CN1CCN(C/C=C/c2ccccc2)CC1 (stereo not given)
[11] CCn1cc(S(=O)(=O)c2ccc(Cl)cc2)c(=O)c2cc(F)c(N3CCOCC3)cc21
[12] CC1(CC(=O)N/N=C/c2ccc(-c3ccc(C(=O)O)cc3)o2)OCCO1
[13] COc1ccccc1Oc1ccc(N2CC(C(=O)OCC(=O)c3ccccc3)CC2=O)cc1 (stereo not given)
[14] CN(Cc1ccccc1)C(=O)c1ccc(NC(=O)C2CCN(C(=O)OC(C)(C)C)CC2)cc1
[15] Cc1noc(C)c1COc1ccc(C(=O)N2CCC(C(N)=O)CC2)cc1
[16] O=C(CSc1n[nH]c(=O)n1-c1cccnc1)N1CCOCC1
[17] Cc1ccc(C(=O)O)cc1NC(=O)C1CCN(S(=O)(=O)c2ccc3c(c2)OCCO3)CC1
[18] CN(C(=O)Nc1ccc(Cl)cc1Cl)[C@H]1c2cc(Br)ccc2OC[C@H]1CO
[19] CC(C)c1ccc(C(C)NC(=S)NC2CCCCC2)cc1 (stereo not given)
[20] COC(=O)c1[nH]c(C)c(/C(O)=C2\C(=O)C(=O)N(CCN3CCOCC3)C2c2ccc(C)o2)c1C (stereo not given)
assay / entry	9	10	11	12	13	14	15	16	17	18	19	20
mIDH1 inhibitor	-5.5%	9.3%	8.0%	0.1%	2.7%	-2.4%	0.0%	-6.4%	2.3%	-0.8%	-3.8%	20.8%
USP1 inh	-21.7%	-1.6%	8.1%	-15.0%	-19.0%	-6.3%	-16.5%	-6.6%	-6.3%	-12.6%	-21.8%	?
Vif-APOBEC3F blk	-9.9%	-1.6%	8.2%	-12.6%	1.8%	-7.1%	-3.9%	13.2%	-4.8%	-17.8%	-2.7%	0.7%
RGS4 inhibitor	26.4%	0.4%	-6.5%	-3.0%	-3.4%	-53.9%	-2.6%	-27.1%	-12.3%	5.2%	-10.1%	-3.7%
12-LOX inh	4.5%	-2.0%	-14.2%	16.0%	?	-9.6%	8.5%&6.2%	0.0%	?	-19.6%	?	?
RXFP1 agonist	1.0%	-0.4%	6.7%	1.1%	2.3%	.	.	-0.1%	.	4.7%	-3.5%	5.5%
rTrxR1 inhibitor	24.5%	-33.5%[57.1 µM]	14.3%	-9.5%	17.2%	3.5%	12.4%	12.9%[11.4 µM]	7.6%[2.29 µM]	18.1%	-7.1%	-0.4%[11.4 µM]
TrxR1 substrate	9.1%	-9.1%[57.1 µM]	10.5%	22.9%	-4.0%	-4.2%	2.8%	7.3%[57.1 µM]	-4.3%[2.29 µM]	-0.3%	-12.4%	-2.8%[11.4 µM]
Vif-A3G inh	1.4%	-0.6%	-1.0%	0.3%	0.9%	2.7%	-16.8%	-1.6%	-0.7%	-8.5%	-2.0%	0.8%

[21] CCOC(=O)CSc1nc(C)c2ccc(C)cc2n1
[22] Cc1ccc(-c2csc3nnc(SCC(=O)Nc4cccc(C)n4)n23)cc1
[23] Cc1ccc(S(=O)(=O)NCCS(=O)(=O)N2CCN(c3ccc(F)cc3)CC2)cc1
[24] CC(C)c1onc(C(=O)Nc2cccc(O)c2)c1[N+](=O)[O-]
[25] Cc1nc2ccccc2c2oc(C(=O)N3CCN(c4ccc([N+](=O)[O-])cc4)CC3)cc12
[26] Cc1ccc(/C=C/c2nc3ccccc3n2S(=O)(=O)c2cccc(Cl)c2)cc1
[27] CCc1ccc(C(=O)Nc2nc3ccccc3[nH]2)cc1
[28] Cc1cccc(NC(=O)NCC(c2cccnc2)N2CCOCC2)c1 (stereo not given)
[29] COc1cccc(C2c3c(oc4ccccc4c3=O)C(=O)N2CCCN2CCOCC2)c1OC (stereo not given)
[30] Cc1ccc(NCc2ccccc2O)c(C)c1
assay / entry	21	22	23	24	25	26	27	28	29	30
mIDH1 inhibitor	8.9%	14.4%	3.9%	7.1%	0.0%	-8.2%	-12.6%	1.4%	5.0%	10.1%
USP1 inh	-9.9%	-11.4%	-3.4%	-8.3%	-12.4%	-18.7%	-10.3%	-11.0%	3.7%	-20.4%
Vif-APOBEC3F blk	-9.4%	-2.1%	7.8%	4.9%	10.7%	-6.9%	-7.3%	1.3%	6.3%	-0.3%
RGS4 inhibitor	-9.6%	-19.7%	-9.9%	10.4%	-9.4%	-4.0%	17.6%	-17.7%	21.9%	17.5%
12-LOX inh	49.1%&0.0%	-20.9%	.	-7.9%	0.0%	-18.1%	3.2%	-16.7%	13.0%	19.4%
RXFP1 agonist	3.4%	-0.2%	-0.4%	-2.8%	8.5%	6.1%	-0.6%	2.3%	.	2.6%
rTrxR1 inhibitor	-3.0%	-23.5%	-10.2%	-3.3%	-0.6%	11.0%[57.1 µM]	25.3%	-11.9%	18.0%	-3.8%[57.1 µM]
TrxR1 substrate	-8.0%	-3.8%	-5.3%	-10.6%	3.8%	12.2%[57.1 µM]	5.1%	0.2%	-1.9%	-2.9%[57.1 µM]
Vif-A3G inh	-0.3%	-2.0%	3.5%	4.1%	0.1%	1.5%	-9.0%	-1.5%	0.5%	0.2%

[31] CCOC(=O)CN1C(=O)C(O)=C(C(C)=O)C1c1ccc([N+](=O)[O-])cc1 (stereo not given)
[32] CCN(CC(=O)Nc1ccccc1C(F)(F)F)C(=O)c1ccc(NC(=O)c2cccs2)cc1
[33] CC(=O)Nc1ccc(-c2cc3ccccc3o2)cc1
[34] COC(=O)c1sc2ccccc2c1NC(=O)c1ccc(S(=O)(=O)N2CCCCC2C)cc1 (stereo not given)
[35] O=S(=O)(NC(=S)NC1CCCCC1)c1ccc(Br)cc1
[36] CCOc1cc(CNC(=O)c2ccc3c(c2)nc2n3CCCCC2)ccc1OC
assay / entry	31	32	33	34	35	36
mIDH1 inhibitor	-2.0%	2.5%	0.7%	3.1%	-21.7%	-4.4%
USP1 inh	-20.1%	-8.1%	3.0%	-1.5%	-8.7%	-34.2%
Vif-APOBEC3F blk	-3.4%	-5.6%	-2.9%	-16.7%	10.2%	-1.3%
RGS4 inhibitor	9.8%	.	-32.3%	3.4%	-18.9%	-16.5%
12-LOX inh	?	1.0%	-13.8%	4.9%	?	-19.2%
RXFP1 agonist	0.7%	.	-0.5%	0.8%	0.9%	0.2%
rTrxR1 inhibitor	-3.8%[57.1 µM]	.	-3.2%	1.8%	2.82µM*	0.7%[57.1 µM]
TrxR1 substrate	-2.0%[57.1 µM]	.	1.2%	2.2%	13.5%	-4.6%[57.1 µM]
Vif-A3G inh	2.2%	-4.6%	-6.5%	-0.8%	-3.6%	-4.4%

# Not all compounds are listed; the hit share may differ from the screen's.
